Bioassay records: PubChem, National Center for Advancing Translational Sciences (NCATS)
LDHA inh – LDHA (human) enzyme inhibition. P00338. purified LDHA, NADH/diaphorase-resazurin fluorescence; active compounds read low. activity change, % (values are at about 110 or 230 µM). hit rate 0.15% among 480,000. AID 1347041; in the data active means activity change below about -30%; inconclusive means mostly about -25% to -30%;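 further: plate controls were DMSO wells for no effect and wells without enzyme for full effect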
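Human LDH5 at 2 nM final in Tris HCl pH 7.4 with 0.06 mM NADH and 0.2 mM pyruvate, reacted 5 minutes at room temperature. Remaining NADH coupled via diaphorase/resazurin; resorufin fluorescence read at 0 and 20 minutes, normalized to enzyme-free and DMSO wells.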
* marks the source's active call; other numbers are inactive results; u = inconclusive.

SMILES | LDHA inh
CCOc1ccccc1C(=O)NC(C(=O)OCc1ccccc1C)C(C)C (configuration not stated) | -1.9
N=C(N)c1ccc(COc2ccccc2)cc1 | -2.4
O=C(Nc1ccc(SC2CCCC2)cc1)c1cccs1 | 7.1
Cc1ccc(C(=O)c2sc(Nc3cccc(Cl)c3C)nc2N)cc1 | 2.9
Cc1nn(Cc2ccccc2Cl)c(C)c1NC(=O)NC1CCCC1 | 7.1
Cc1cccc(C)c1NC(=O)CNC(=O)Cc1nc(-c2ccccc2)oc1C | -2.8
CCN(CC)S(=O)(=O)c1ccc(C)c(NCc2ccccc2C#N)c1 | 4.6
COc1ccc(CN2CC(=O)N(c3cccc(Cl)c3)[C@@H]3CS(=O)(=O)C[C@@H]32)cc1OC | -4.0
Cc1ccc(Nc2ccc3ccccc3c2)cc1 | 13.6
N#Cc1ccc(COc2ccccc2C(N)=O)cc1 | -0.4
O=C(Nc1cc(S(=O)(=O)N2CCCCC2)ccc1N1CCCCC1)c1cc(=O)c2ccccc2o1 | 2.8
COc1ccc(-c2nc3cc(NC(=O)COc4ccccc4Cl)ccc3o2)cc1 | 9.3
COc1ccccc1-c1coc2cc(OC(=O)c3ccccc3C)ccc2c1=O | 2.5
Cc1cc(C=O)c(C)n1CCc1ccc(Cl)cc1 | -2.6
CCOC(=O)NC(CNC(=O)CSc1ccccc1)CC(C)C (configuration not stated) | -1.2
COCCn1c(-n2nc(C)cc2C)nc2c1c(=O)n(CC(=O)OC)c(=O)n2C | -12.5
Cc1ccccc1/C=N/NC(=O)c1cccs1 | 1.5
CCS(=O)(=O)N1CCC(C(=O)Nc2ccc(Oc3ccccc3OC)cc2)CC1 | -3.4
O=[N+]([O-])c1cc(S(=O)(=O)Nc2ccc(Cl)cc2)ccc1N/N=C/c1ccccc1C(F)(F)F | 3.9
COc1ccc2cnn(CC(=O)Nc3ccc(F)cc3F)c(=O)c2c1OC | -5.8
COc1cccc2cc(-c3cc(=O)oc4cc(C)c(C)cc34)oc12 | 12.6
Clc1ccc(CNCCN2CCCC2)cc1 | -0.5
O=C(COc1ccc2c(=O)c(Oc3ccc(F)cc3)coc2c1)Nc1ccccc1Br | 7.2
Cc1cccc(C(=O)Nc2c(NC3CCCCC3)c3ccccc3oc2=O)c1 | 2.7
Cc1nc2cc(F)ccc2cc1C(=O)N(Cc1cccnc1)C(C)C | -5.3

Next part; it opens with the 2 that closed the last part.
SMILES | LDHA inh
Cc1cccc(C(=O)Nc2c(NC3CCCCC3)c3ccccc3oc2=O)c1 | 2.7
Cc1nc2cc(F)ccc2cc1C(=O)N(Cc1cccnc1)C(C)C | -5.3
Cc1cc2oc(=O)cc(CN3CCN(C)CC3)c2cc1C | 3.7
CCc1ccc(NC(=O)CSc2ncnc3ccccc23)cc1 | 6.4
COc1ccc(-c2onc3ccc(Br)cc23)cc1OC | 29.1
COc1ccc(NC(=O)Cc2ccc3c(c2)OCCO3)cn1 | 0.4
Cn1nc(C(=O)Nc2ccc(-c3ccccc3)cc2)c2ccccc2c1=O | -8.1
COc1ccc(C(=O)Nc2ccc(N3CCOCC3)cc2)cc1S(=O)(=O)NC1CC1 | -2.8
COC(=O)C1=CN(c2cccc(C(F)(F)F)c2)C=C(C(=O)OC)C1c1ccc(F)cc1 | 4.7
O=C(C1CCCCC1)N(Cc1cccs1)C1CC1 | 11.0
O=C(/C=C/c1cccc(Cl)c1)NC1CCCC1 | -1.0
O=C1CCC2=C1C1(CCCC1)N=C(Nc1nc3ccccc3o1)N2 | -4.8
CN(C(=O)CSc1nnc(Nc2ccccc2F)s1)c1ccccc1 | 2.1
Brc1ccc(C=Nc2ccccc2Cc2ccccc2)cc1 | -0.9
COc1ccc(C2C3=C(CC(C)(C)CC3=O)OC3=C2C(=O)CC(C)(C)C3)c(OC)c1 | 0.6
Cc1cccc(C)c1NC(=O)COC(=O)c1ccc2c(c1)NC(=O)C(C)S2 (configuration not stated) | 5.1
CC(=O)OCC1OC2OC(C)(C)OC2C2OC(C)(C)OC12 (configuration not stated) | -15.0
O=C(CS(=O)(=O)Cc1ccccc1C(F)(F)F)Nc1ccc(F)cc1F | -1.8
N#C/C(=C/c1cc(Br)ccc1OCc1ccccc1C#N)c1ccc(F)cc1 | 9.4
CCOc1ccc(-c2cc(C(=O)NCCCN(C)C)c3ccccc3n2)cc1 | 7.7
CCc1cc(=O)oc2cc(C)cc(OCC(=O)O)c12 | 6.1
COc1ccc(C2C(C#N)=C(SCC(=O)c3ccccc3)NC3=C2C(=O)CC(C)(C)C3)cc1OC (configuration not stated) | 3.1
Cc1ccc(-c2ocnc2C(=O)NCCc2cccc(C)c2)cc1 | 0.4
COCCN1CCC(=O)C(C)C1C (configuration not stated) | 10.4
O=C(O)C(c1c[nH]c2ccc(Br)cc12)N1CCN(c2nsc3ccccc23)CC1 (configuration not stated) | 7.4
CCc1cc(=O)n(CC(=O)Nc2ccc3c(c2)OCCO3)c(-n2nc(C)cc2C)n1 | 1.3
COc1c(Cl)cc(Cl)cc1CNC12CC3CC(CC(C3)C1)C2 | -1.9
CC(NC(=O)CSc1ccc2c(c1)OCCCO2)c1cccc2ccccc12 (configuration not stated) | 7.7
CC1Cc2ccccc2N1S(=O)(=O)c1cc(Cl)ccc1Cl (configuration not stated) | -2.7
Cc1ccccc1-c1nnn(CC(=O)N2CCC(c3nc4ccccc4s3)CC2)n1 | 5.2
N#Cc1ccc(CNc2ccccc2I)cc1 | 2.9
CC(=O)Nc1ccc(NC(=O)Cn2ccc3cc(Cl)ccc32)cc1 | -2.0
O=C(CSc1nnc2ccccn12)Nc1ccc(S(=O)(=O)N2CCCC2)cc1 | 1.6
C/C(=C/C(=O)C(F)(F)F)N1CCN(C/C=C/c2ccccc2)CC1 | 7.2
Cc1ccc(N2C(=O)CSC23C(=O)Nc2ccccc23)cc1Br (configuration not stated) | 6.1
C/C=C/c1ccc(OCC(=O)N2CCN(S(=O)(=O)c3ccc(F)cc3)CC2)c(OC)c1 | 1.3
O=C(Nc1cccc2ncccc12)C1CCCCC1 | -11.2
COc1cc(OC)c(C(=O)Nc2ccc3oc(C)nc3c2)cc1OC | 7.0
c1coc(-c2cc(CSc3nnc(-c4ccncc4)o3)no2)c1 | -4.6
COc1ccc(OC)c(CNC(=O)c2ccc3noc(-c4ccc(C)cc4)c3c2)c1 | -1.9
CCc1cccc2c(C(=O)C(=O)NCc3ccc(OC)cc3)c[nH]c12 | -7.6
Cc1ccc2oc(C(=O)Nc3nnc(C)s3)cc(=O)c2c1 | 4.8
Cc1cc(C)cc(NC(=O)COc2ccc3c(C)cc(=O)oc3c2)c1 | 10.1
CC(C)CC(NC(=O)Cc1n[nH]c(=O)c2ccccc12)c1ccccc1 (configuration not stated) | -23.3
Cc1ccc(-c2cc3ccccn3c2C=O)cc1C | -19.9
CCC(C#CCN1CCCC1)(CC)OCCC#N | -17.9
CC(NC(=O)c1ccc(C2SCCS2)cc1)c1cc2ccccc2o1 (configuration not stated) | 2.1
O=C(CSc1cn(Cc2ccc(F)cc2)c2ccccc12)N1CCCCCC1 | 3.3
NS(=O)(=O)c1ccc(NC(=O)c2cc3ncccn3n2)cc1 | -7.2
CC(C)CCNC(=O)C(NC(N)=O)C(C)C (configuration not stated) | 4.1
CC(OC(=O)c1cc(=O)c2ccccc2o1)C(=O)Nc1cc(C(F)(F)F)ccc1Cl (configuration not stated) | -1.8
COc1ccc(CNC(=O)CS(=O)(=O)Cc2nc(-c3ccccc3C)oc2C)cc1 | -0.3

Remaining list, next part:
SMILES | LDHA inh
COC(=O)CC(NC(=O)Cc1ccc(OC)cc1OC)c1cccs1 (configuration not stated) | 0.1
CC1CCc2c(-c3cccc(O)c3)nc3ccc4ccccc4c3c2C1 (configuration not stated) | 3.3
COc1ccc(OCCNC(=O)c2cc3ccccc3[nH]2)cc1 | 8.4
CC1CCN(S(=O)(=O)c2ccc(-c3nc(C#N)c(NCc4cccnc4)o3)cc2)CC1 | -10.6
CC1(C)CC(NC(=O)CCCCC(=O)NC2CC(C)(C)NC(C)(C)C2)CC(C)(C)N1 | 14.1
Cc1ccc(NC(=O)C2=C(c3ccccc3)NC(=S)NC2c2ccccc2)cc1 (configuration not stated) | 1.1
O=C(CCn1nc(-c2ccc(Cl)cc2)c2ccccc2c1=O)N1CCCC1 | 2.6
Cc1ccc2nc(NC(=O)CCn3c(=O)n(C)c4ccccc43)sc2c1 | 2.0
O=C(Cc1ccc(Cl)cc1)N1CCN(c2ccccc2O)CC1 | 13.8
N#C/C(=C/c1ccccc1OC(F)(F)F)c1ccccn1 | -2.8
CCOc1cc(C2C3=C(CCCC3=O)OC3=C2C(=O)CCC3)ccc1OCC(=O)O | 14.9
O=C(Nc1ccc(Cl)cc1Cl)C1C2CC/C=C\CC/C=C/CCC21 (configuration not stated) | 1.8
CCOc1cc(/C=C/C(=O)c2ccc(F)cc2)cc(Br)c1OC | 2.8
COC1CCN(Cc2ccc(C)cc2)CC1 | 8.9
O=C(O)c1cc(-c2ccccc2)nc2c(Cl)cccc12 | -3.5
Cc1cccc(OCc2nc3c(C)cccc3[nH]2)c1 | -0.1
CC(C)(C)SCC(=O)Nc1cccc(CN2CCCC2)c1 | 4.4
CCc1nc(NCCCO)c(C#N)c2c1CCCC2 | 0.0
CCCc1ccc(S(=O)(=O)N2CCN(CC(=O)NC(C)c3cccs3)CC2)cc1 (configuration not stated) | 2.9
O=C(O)CCNS(=O)(=O)c1ccc(C(=O)/C=C/c2ccccc2Cl)cc1 | -6.1
Cc1ccc(NC(=O)Nc2ccccc2OCc2cc(=O)n3cccc(C)c3n2)cc1Cl | 8.2
CC(C)(C)c1ccc(C(=O)N/N=C/CCc2ccccc2)cc1 | -10.4
COc1ccc(NC(=O)NCc2nc(-c3ccc(OC)cc3)oc2C)cc1 | 2.0
O=S(=O)(c1ccccc1F)N1CCN(Cc2coc(-c3cccs3)n2)CC1 | -2.1
Cc1ccc(-n2c(SCC(=O)N3CCCC3=O)nc3ccccc3c2=O)nc1 | 7.6
Cn1c(Sc2ncnc3scc(-c4ccccc4)c23)nnc1C(F)(F)F | 0.0
CCc1ccc(NC(=O)c2cnc(SC)nc2-c2ccccc2)cc1 | 0.2
O=C(NCc1ccncc1)c1ccccc1Nc1ccccc1 | -3.7
CC(C)CNC(=O)CN1CCN(c2nc(-c3cccs3)nc3ccccc23)CC1 | 8.9
CC(NC(=S)NCc1ccc(F)cc1)c1ccncc1 (configuration not stated) | 9.6
O=S(=O)(N1CCCCC1)N1CCCC(c2nc3ccccc3o2)C1 (configuration not stated) | 8.5
O=S(=O)(c1cccc(-c2nc3ccccc3s2)c1)N1CCCCCC1 | -1.2
CCOC(=O)c1c(NC(=O)CN2CCCCC2)sc2c1CC(C)(C)OC2 | -14.0
N#Cc1cccc(C(=O)/C=C/c2ccsc2)c1 | 12.4
CCCOc1ccc(C(=O)Nc2ccc3oc(=O)ccc3c2)cc1 | -17.2
CCCCCCn1nc(C(=O)Nc2cccc(S(=O)(=O)N3CCOCC3)c2)c2ccccc2c1=O | 6.1
CCOC(=O)c1cnc(Nc2ccc(C)cc2)c2ccccc12 | 3.5
Cc1c(Br)cnn1CCc1nnc(Nc2ccn(Cc3ccccc3Cl)n2)s1 | 7.5
CC(=O)N1CCN(C(=S)Nc2cc(C)ccn2)CC1 | 2.2
N#C/C(=C/c1ccccc1OC(F)F)C(=O)Nc1cccc(C(F)(F)F)c1 | 7.3
N#Cc1cccc(NC(=O)CCCNC(=O)C2CC2)c1 | 0.6
CC(C)(C)c1ccc(OCc2nn3c(CN4CCCCC4)nnc3s2)cc1 | 4.9
Cc1ccc(C(C)C)c(OCC(=O)Nc2ccc(N3CCN(C(=O)c4ccco4)CC3)cc2)c1 | 7.4
CN(CC(=O)Nc1ccc(Oc2ccccc2)cc1)C1=NS(=O)(=O)c2ccccc21 | -8.5
O=C(CSc1nc2ccccc2nc1N1CCCCC1)NC1CCCCC1 | 15.4
Cc1occc1-c1nc(-c2ccccc2)no1 | -5.7
O=C(CN1CCCCC1)N1CCCN(S(=O)(=O)c2ccccc2)C1c1ccccc1 (configuration not stated) | -2.4
CCOC(=O)c1cc2cc(C(C)CC)ccc2[nH]1 (configuration not stated) | 6.1
Cc1cccc(-n2c(C)nnc2SCc2nc3ccccc3o2)c1 | 5.2
CCCN1CCN(CCCNc2nc(-c3ccc(OC)cc3)nc3ccccc23)CC1 | -6.1

(next part)
SMILES | LDHA inh
CCCc1nnc(NC(=O)Cc2ccc(Br)cc2)s1 | 14.8
COc1ccc(-c2nc(NCc3cccc(OC)c3)c3ccccc3n2)cc1 | -4.7
O=C(CN1CCN(c2cnn(-c3ccccc3)c(=O)c2Cl)CC1)Nc1ccc2c(c1)OCCO2 | 2.9
NCCCCN1CCC(C(N)=O)CC1 | -0.2
CCCn1nc(C(=O)N2CCCC2c2cccs2)c2ccccc2c1=O (configuration not stated) | u
COc1cc(OC)c(OC)cc1/C=C/c1nc2ccccc2[nH]c1=O | 36.6
Cc1cccnc1NC(=O)c1ccc2nc(C)c(C)nc2c1 | -12.4
CN(C)C(=O)CNC(=O)c1cc2sccc2n1Cc1ccccc1Cl | 5.0
Cc1ccc2c(COC(=O)c3cccs3)cc(=O)oc2c1C | 2.5
COc1ccc(C2CC(=O)Nc3c2c(C)nn3-c2ccc(C)cc2)cc1OC (configuration not stated) | 0.1
CCOc1ccccc1-c1nc(Cn2nnc(C(=O)Nc3ccc4c(c3)OCCO4)c2N)c(C)o1 | 1.6

Arranged by length of the SMILES (ascending): part of the list above
SMILES | LDHA inh
O=C(Nc1ccc(SC2CCCC2)cc1)c1cccs1 | 7.1
Cc1cccnc1NC(=O)c1ccc2nc(C)c(C)nc2c1 | -12.4
CCOc1ccccc1C(=O)NC(C(=O)OCc1ccccc1C)C(C)C (configuration not stated) | -1.9

A portion of the library. The share of hits here may be higher or lower than overall.
